PMI act satM6P – activators of human phosphomannose isomerase at near-saturating mannose 6-phosphate; AID 1216; coupled PMI enzyme assay, resazurin fluorescence, 20 min; hits give high values; 1 = untreated enzyme, 0 = substrate-free blank; activation factor at 20 µM; 0.34% of 190,000 active;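 active = activation factor of 2 or more at 20 µM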
Target sequence (P34949 whole entry, looked up): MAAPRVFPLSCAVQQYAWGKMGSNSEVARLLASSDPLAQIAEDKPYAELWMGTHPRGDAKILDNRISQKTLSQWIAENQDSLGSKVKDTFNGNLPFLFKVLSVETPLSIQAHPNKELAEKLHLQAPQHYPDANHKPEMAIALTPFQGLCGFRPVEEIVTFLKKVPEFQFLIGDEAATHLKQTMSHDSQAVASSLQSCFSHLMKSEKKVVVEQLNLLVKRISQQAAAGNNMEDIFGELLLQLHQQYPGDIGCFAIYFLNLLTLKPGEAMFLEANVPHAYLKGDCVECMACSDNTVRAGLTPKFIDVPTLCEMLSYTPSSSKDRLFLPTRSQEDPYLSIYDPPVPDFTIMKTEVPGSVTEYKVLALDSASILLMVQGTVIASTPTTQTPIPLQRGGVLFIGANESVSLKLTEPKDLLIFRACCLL
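test system = human PMI in coupled enzyme assay | medium = HEPES-buffered pH 7.4 with magnesium and detergent | also added = 1.0 mM mannose-6-phosphate substrate with 0.22 mM NADP+ | compound = 20 µM single dose | times = 20 min incubation at room temperature | measured by = resorufin fluorescence (Ex 544/Em 590 nm) from resazurin via diaphorase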
FLuc inh counter – Photinus pyralis luciferase inhibition counter-screen. ATPLite firefly luciferase biochemical luminescence, 10 min. inhibition, % at 10 µM. 1.5% of 200,000 active. P08659;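 active = inhibition above about 50% when tested at 10 µM, limit read from the data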
Target sequence (P08659 whole entry, looked up): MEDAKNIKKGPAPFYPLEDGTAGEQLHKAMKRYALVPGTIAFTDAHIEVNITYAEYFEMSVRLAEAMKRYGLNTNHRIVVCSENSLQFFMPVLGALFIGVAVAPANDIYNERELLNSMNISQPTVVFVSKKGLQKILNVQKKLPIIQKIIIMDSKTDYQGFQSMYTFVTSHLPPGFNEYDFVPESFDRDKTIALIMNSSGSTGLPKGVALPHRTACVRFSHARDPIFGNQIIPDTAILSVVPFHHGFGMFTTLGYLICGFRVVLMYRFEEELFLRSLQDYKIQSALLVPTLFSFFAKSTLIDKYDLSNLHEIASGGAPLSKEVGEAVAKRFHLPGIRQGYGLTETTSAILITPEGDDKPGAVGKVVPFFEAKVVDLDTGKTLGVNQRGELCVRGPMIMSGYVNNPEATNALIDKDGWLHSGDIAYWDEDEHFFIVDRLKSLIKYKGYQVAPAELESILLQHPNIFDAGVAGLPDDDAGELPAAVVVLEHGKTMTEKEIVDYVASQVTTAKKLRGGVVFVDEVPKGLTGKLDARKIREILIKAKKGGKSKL
NF-kB expr up – compounds increasing NF-kB expression in human neuronal cells | NF-kB reporter expression; hits give high values | fold change at 12.5 µM | 1.6% of 190,000 active | AID 1239; in the data active = fold change above about 3.3
APP 5'UTR act – APP 5'UTR luciferase reporter activation | 1% of 190,000 active | activation, % at 2 µM | SH-SY5Y APP 5'UTR luciferase reporter, luminescence; zero percent = DMSO vehicle wells | AID 1276;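 active = activation above a set limit, based on mean plus 3 SD of controls, cut at about 140% in these data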; also: values of inactives mirror those of a sister screen read the other way
TNAP inh hi DEA – blocks human TNAP under high phosphate acceptor concentration; purified TNAP, CDP-star luminescence, 1 M DEA; 0.03% of 200,000 active; P05186; inhibition, % at 20 µM;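 active = over 50% inhibition of tissue-nonspecific alkaline phosphatase at 20 µM in the single-dose screen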;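 also: plate controls were DMSO wells for no effect and EDTA-quenched wells as full inhibition for full effect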
PMI act – activators of human phosphomannose isomerase; purified human PMI, coupled resazurin fluorescence, 20 min; hits give high values; 1 = vehicle control, 0 substrate-free wells; activation factor at 20 µM; 0.005% of 190,000 active;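 active = activation factor of 2 or more at 20 µM, relative to plate controls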
TNAP inh no acc – TNAP (human) inhibition, acceptor-free conditions; inhibition, % at 20 µM; P05186; AID 1012; purified TNAP, CDP-star luminescence, 30 min; 0.26% of 200,000 active;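 active = tissue-nonspecific alkaline phosphatase inhibition above about 50% at 20 µM in the single-dose screen, limit read from the data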;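 also: 0% = DMSO negative control and 100% = EDTA positive control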
bIAP activator – intestinal alkaline phosphatase (bovine) activation | activation factor at 20 µM | purified bovine IAP, CDP-star luminescence, 30 min; hits give high values; fold of DMSO-control signal, blank-subtracted | AID 1016 | 0.17% of 200,000 active;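 active = activation factor of 2 or more at 20 µM, a signal rise over negative controls twice the positive control's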
FLuc act counter – affects firefly luciferase, flagging false hits in luciferase stimulation screens; P08659; ATPlite luciferase biochemical, luminescence, 10 min; 0 = ATP-free wells, 1 = DMSO control; activation factor at 10 µM; 200,000 tested, under 10 active;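 active = luciferase activation factor, scaled between plate controls, of at least 2 with compound at 10 µM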
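Assay system: Luciferase/luciferin detection reagent, cell-free biochemical luciferase assay / Also added: ATP substrate / Schedule: 10 min at ambient temperature / Measured by: luminescence measurement of luciferase light output / Benchmarks: low control with PBS replacing ATP, high control enzyme plus ATP without compound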
TNAP act hiacc – activators of human TNAP at high phosphate acceptor concentration; P05186; purified TNAP, CDP-star luminescence, 1 M DEA, 30 min; hits give high values; 0 = EDTA background, 1 = DMSO-only activity; activation factor at 20 µM; 200,000 tested, under 10 active; AID 1136;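 active = activation factor at least 2 at 20 µM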
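Dosing: 20 µM single point. System: human TNAP. Amount: TNAP 1/800 final. Incubation: 30 min, room temperature. Read-out: TNAP activation factor scaled between EDTA and DMSO control wells. Signal: luminescence from CDP-star hydrolysis. Medium: 1 M DEA, pH 9.8, Mg2+, Zn2+. Control set: EDTA negative control, DMSO positive control.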
An asterisk follows results filed as active.

`CCOC(=O)c1sc(NC(=O)CSc2nnnn2-c2ccc(C)cc2C)nc1C` gave PMI act satM6P 1.1, FLuc inh counter -9, NF-kB expr up 1, APP 5'UTR act -8, TNAP inh hi DEA -4, PMI act 1.1, TNAP inh no acc 9, bIAP activator 1, FLuc act counter 1.1 and TNAP act hiacc 1.
Cc1ccc2cccc(S(=O)(=O)NC3CCS(=O)(=O)C3)c2n1 (configuration not stated) was read as PMI act satM6P 0.9, FLuc inh counter -5, NF-kB expr up 0.94, APP 5'UTR act -8, TNAP inh hi DEA 0, PMI act 0.9, TNAP inh no acc -8, bIAP activator 0.9, FLuc act counter 1.1 and TNAP act hiacc 1.
Screening CCN(CC)c1ccc(NC(=O)Cn2c(C(C)NC(=O)c3ccc(C)cc3)nc3ccccc32)cc1 (configuration not stated) returned PMI act satM6P 0.8, FLuc inh counter -3, NF-kB expr up 1.4, APP 5'UTR act -18, TNAP inh hi DEA -134, PMI act 0.9, TNAP inh no acc inactive, bIAP activator 1.1, FLuc act counter 1 and TNAP act hiacc 2.3*.
Screening CCNC(=O)N1C(=O)C2(OCCO2)c2cc(Br)ccc21 returned PMI act satM6P 1, FLuc inh counter -9, NF-kB expr up 1.1, APP 5'UTR act -5, TNAP inh hi DEA -6, PMI act 1, TNAP inh no acc -9, bIAP activator 1, FLuc act counter 1.1 and TNAP act hiacc 1.1.
For CCCCC(=O)Nc1ccccc1N1CCOCC1 the results were PMI act satM6P 0.9, FLuc inh counter -6, NF-kB expr up 1.1, APP 5'UTR act 6, TNAP inh hi DEA -5, PMI act 1, TNAP inh no acc -10, bIAP activator 1.1, FLuc act counter 1.1 and TNAP act hiacc 1.1.
Screening CCCCNC(=O)N1CCN(C/C=C/c2ccccc2)CC1 returned PMI act satM6P 0.9, FLuc inh counter -3, NF-kB expr up 0.99, APP 5'UTR act 12, TNAP inh hi DEA -5, PMI act 0.9, TNAP inh no acc -10, bIAP activator 1.1, FLuc act counter 1 and TNAP act hiacc 1.1.
Screening Brc1ccc(C2=Nn3c(nnc3-c3n[nH]c4c3CCC4)SC2)cc1 returned PMI act satM6P 1, FLuc inh counter -5, NF-kB expr up 1.4, APP 5'UTR act -94, TNAP inh hi DEA -3, PMI act 0.9, TNAP inh no acc -13, bIAP activator 0.8, FLuc act counter 1 and TNAP act hiacc 1.
Screening COCCNC(=O)COC(=O)C1=Cc2ccccc2OC1 returned PMI act satM6P 0.9, FLuc inh counter -8, NF-kB expr up 0.92, APP 5'UTR act 25, TNAP inh hi DEA -6, PMI act 1, TNAP inh no acc -10, bIAP activator 0.9, FLuc act counter 1.1 and TNAP act hiacc 1.1.
`Cc1nnc(NC(=O)CSc2nc3c(c(=O)n2CCc2ccccc2)SC(C)C3)s1` (configuration not stated) gave PMI act satM6P 0.9, FLuc inh counter -4, NF-kB expr up 1.1, APP 5'UTR act -33, TNAP inh hi DEA 2, PMI act 0.9, TNAP inh no acc -5, bIAP activator 1, FLuc act counter 1 and TNAP act hiacc 1.
For CCCCS(=O)(=O)N1CN(S(=O)(=O)CCCC)C2NC(=O)NC21 (configuration not stated) the results were PMI act satM6P 1, FLuc inh counter 0, NF-kB expr up 1.1, APP 5'UTR act 3, TNAP inh hi DEA -2, PMI act 0.9, TNAP inh no acc -5, bIAP activator 1, FLuc act counter 1 and TNAP act hiacc 1.
Screening CCOC(=O)N1CCC(NC(=O)c2ccc3c(c2)ncn3C2CCCC2)CC1 returned PMI act satM6P 1.1, FLuc inh counter -9, NF-kB expr up 1.3, APP 5'UTR act -12, TNAP inh hi DEA -4, PMI act 1.1, TNAP inh no acc 4, bIAP activator 1, FLuc act counter 1.1 and TNAP act hiacc 1.
CCC(CC)C(=O)c1c[nH]c(C(=O)NCc2cccnc2)c1 was read as PMI act satM6P 1, FLuc inh counter -1, NF-kB expr up 1.1, APP 5'UTR act -9, TNAP inh hi DEA 2, PMI act 1, TNAP inh no acc -2, bIAP activator 1.2, FLuc act counter 1 and TNAP act hiacc 1.
For CCOc1cc(N2CCOCC2)c(OCC)cc1NC(=O)c1oc2ccccc2c1C the results were PMI act satM6P 0.9, FLuc inh counter -6, NF-kB expr up 1.1, APP 5'UTR act 0, TNAP inh hi DEA -2, PMI act 1, TNAP inh no acc -4, bIAP activator 1, FLuc act counter 1.1 and TNAP act hiacc 1.
O=C(CN(Cc1ccco1)C(=O)CNS(=O)(=O)c1ccccc1)NC1CCCCC1 was read as PMI act satM6P 1, FLuc inh counter -13, NF-kB expr up 1.1, APP 5'UTR act 14, TNAP inh hi DEA -8, PMI act 1.1, TNAP inh no acc -3, bIAP activator 1, FLuc act counter 1.1 and TNAP act hiacc 1.1.
CC(=O)Nc1sc(/C(C#N)=C/c2ccc(Cl)c(Cl)c2)nc1-c1ccc(C)cc1 was read as PMI act satM6P 0.6, FLuc inh counter -6, NF-kB expr up 1.4, APP 5'UTR act 14, TNAP inh hi DEA 4, PMI act 0.9, TNAP inh no acc 2, bIAP activator 0.8, FLuc act counter 1.1 and TNAP act hiacc 1.

The last 4 records of the section before come first, to join the parts:
CCC(CC)C(=O)c1c[nH]c(C(=O)NCc2cccnc2)c1 was read as PMI act satM6P 1, FLuc inh counter -1, NF-kB expr up 1.1, APP 5'UTR act -9, TNAP inh hi DEA 2, PMI act 1, TNAP inh no acc -2, bIAP activator 1.2, FLuc act counter 1 and TNAP act hiacc 1.
For CCOc1cc(N2CCOCC2)c(OCC)cc1NC(=O)c1oc2ccccc2c1C the results were PMI act satM6P 0.9, FLuc inh counter -6, NF-kB expr up 1.1, APP 5'UTR act 0, TNAP inh hi DEA -2, PMI act 1, TNAP inh no acc -4, bIAP activator 1, FLuc act counter 1.1 and TNAP act hiacc 1.
O=C(CN(Cc1ccco1)C(=O)CNS(=O)(=O)c1ccccc1)NC1CCCCC1 was read as PMI act satM6P 1, FLuc inh counter -13, NF-kB expr up 1.1, APP 5'UTR act 14, TNAP inh hi DEA -8, PMI act 1.1, TNAP inh no acc -3, bIAP activator 1, FLuc act counter 1.1 and TNAP act hiacc 1.1.
CC(=O)Nc1sc(/C(C#N)=C/c2ccc(Cl)c(Cl)c2)nc1-c1ccc(C)cc1 was read as PMI act satM6P 0.6, FLuc inh counter -6, NF-kB expr up 1.4, APP 5'UTR act 14, TNAP inh hi DEA 4, PMI act 0.9, TNAP inh no acc 2, bIAP activator 0.8, FLuc act counter 1.1 and TNAP act hiacc 1.
N#CC1=C(N)Oc2cc(O)ccc2C1C1CCCCC1 (configuration not stated) was read as PMI act satM6P 0.9, FLuc inh counter -2, NF-kB expr up 0.99, APP 5'UTR act 15, TNAP inh hi DEA 0, PMI act 0.9, TNAP inh no acc -4, bIAP activator 0.8, FLuc act counter 1 and TNAP act hiacc 1.
COCCCNC(=O)CSc1nc2ccccc2c(=O)n1CCCC(=O)NCC1CCCO1 (configuration not stated) was read as PMI act satM6P 0.9, FLuc inh counter -8, NF-kB expr up 0.94, APP 5'UTR act -1, TNAP inh hi DEA -6, PMI act 0.9, TNAP inh no acc -11, bIAP activator 1, FLuc act counter 1.1 and TNAP act hiacc 1.1.
O=C(O)c1cc(-c2cc3ccccc3o2)nn1-c1ccccc1 was read as PMI act satM6P 1, FLuc inh counter -1, NF-kB expr up 1.2, APP 5'UTR act 6, TNAP inh hi DEA -6, PMI act 1.1, TNAP inh no acc -11, bIAP activator 1, FLuc act counter 1 and TNAP act hiacc 1.1.
`CCC(C)n1c(=S)[nH]c2c(sc3ccc([N+](=O)[O-])cc32)c1=O` (configuration not stated) gave PMI act satM6P 1, FLuc inh counter -14, NF-kB expr up 0.72, APP 5'UTR act -2, TNAP inh hi DEA -2, PMI act 1, TNAP inh no acc -1, bIAP activator 1, FLuc act counter 1.1 and TNAP act hiacc 1.
O=C(N1CCOCC1)N1c2ccccc2Sc2ccccc21 was read as PMI act satM6P 1, FLuc inh counter -7, NF-kB expr up 0.96, APP 5'UTR act 4, TNAP inh hi DEA -2, PMI act 0.9, TNAP inh no acc -6, bIAP activator 0.9, FLuc act counter 1.1 and TNAP act hiacc 1.
`CCOc1ccc(C2CC(c3cccc(C)c3)n3ncnc3N2)cc1` (configuration not stated) gave PMI act satM6P 1, FLuc inh counter -1, NF-kB expr up 0.74, APP 5'UTR act 3, TNAP inh hi DEA -4, PMI act 1, TNAP inh no acc -3, bIAP activator 1.1, FLuc act counter 1 and TNAP act hiacc 1.
C/C(=N\NS(=O)(=O)c1cccc([N+](=O)[O-])c1)c1cccnc1 was read as PMI act satM6P 1.1, FLuc inh counter -2, NF-kB expr up 0.9, APP 5'UTR act 1, TNAP inh hi DEA 0, PMI act 1.3, TNAP inh no acc 0, bIAP activator 1, FLuc act counter 1 and TNAP act hiacc 1.
For COc1c(OC(C)=O)ccc(/C=C/c2ccc3ccccc3n2)c1[N+](=O)[O-] the results were PMI act satM6P 0.9, FLuc inh counter 14, NF-kB expr up 1.1, APP 5'UTR act 136*, TNAP inh hi DEA 4, PMI act 0.9, TNAP inh no acc -3, bIAP activator 0.7, FLuc act counter 0.9 and TNAP act hiacc 1.
`Cc1nn(C(=O)c2nn(C)cc2[N+](=O)[O-])c(C)c1Br` gave PMI act satM6P 0.9, FLuc inh counter -7, NF-kB expr up 2.8, APP 5'UTR act -13, TNAP inh hi DEA -8, PMI act 0.9, TNAP inh no acc 14, bIAP activator 1.1, FLuc act counter 1.1 and TNAP act hiacc 1.1.
Screening O=C(Nc1ccccc1C(=O)NCc1ccco1)c1ccco1 returned PMI act satM6P 0.9, FLuc inh counter -1, NF-kB expr up 0.95, APP 5'UTR act -6, TNAP inh hi DEA -8, PMI act 0.8, TNAP inh no acc -7, bIAP activator 0.8, FLuc act counter 1 and TNAP act hiacc 1.1.
For C=CCOC(=O)C(C#N)c1nc2ccccc2nc1N1CCN(Cc2ccccc2)CC1 (configuration not stated) the results were PMI act satM6P 0.9, FLuc inh counter -6, NF-kB expr up 1, APP 5'UTR act 11, TNAP inh hi DEA 8, PMI act 0.8, TNAP inh no acc 4, bIAP activator 0.9, FLuc act counter 1.1 and TNAP act hiacc 0.9.
Screening CCCc1cc(=O)oc2cc(OCc3ccc(OC)cc3)c(Cl)cc12 returned PMI act satM6P 0.9, FLuc inh counter -2, NF-kB expr up 1.2, APP 5'UTR act 11, TNAP inh hi DEA -1, PMI act 0.8, TNAP inh no acc -11, bIAP activator 0.7, FLuc act counter 1 and TNAP act hiacc 1.
Screening COCCNC(=O)Cn1nc(C(F)(F)F)c(Cl)c1C returned PMI act satM6P 1.1, FLuc inh counter -4, NF-kB expr up 1.3, APP 5'UTR act -1, TNAP inh hi DEA -2, PMI act 1, TNAP inh no acc -8, bIAP activator 1, FLuc act counter 1 and TNAP act hiacc 1.
Screening O=C(NCCCn1ccnc1)c1csc2ccccc12 returned PMI act satM6P 1.1, FLuc inh counter -1, NF-kB expr up 0.88, APP 5'UTR act -8, TNAP inh hi DEA -5, PMI act 0.9, TNAP inh no acc -6, bIAP activator 0.9, FLuc act counter 1 and TNAP act hiacc 1.
